FadD28 FP inh – inhibitors of FadD28 bisubstrate probe binding, primary screen, biochemical, fluorescence polarization, single point; Mycobacterium tuberculosis FadD28 fatty-acid-AMP ligase; inhibition, % at 12.5 µM; hit rate 0.22% among 360,000; in the data active = inhibition above about 8.5%, passing the limit was not always enough; inconclusive = no clear call, values can overlap the other calls
Mtb FBA inh – Mtb FBA enzyme inhibitors, primary screen, biochemical, fluorescence, strain H37Rv | Fructose-bisphosphate aldolase (Mycobacterium tuberculosis (strain ATCC 25618 / H37Rv)), … | purified M. tuberculosis FBA, fluorescence read-out | inhibition, % at 1 µM | hit rate 2.3% among 360,000 | AID 588726, 2011; in the data active = inhibition above about 27%;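 note: 0% = vehicle and 100% = reference inhibitor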
Target sequence (P9WQA3 whole entry, looked up): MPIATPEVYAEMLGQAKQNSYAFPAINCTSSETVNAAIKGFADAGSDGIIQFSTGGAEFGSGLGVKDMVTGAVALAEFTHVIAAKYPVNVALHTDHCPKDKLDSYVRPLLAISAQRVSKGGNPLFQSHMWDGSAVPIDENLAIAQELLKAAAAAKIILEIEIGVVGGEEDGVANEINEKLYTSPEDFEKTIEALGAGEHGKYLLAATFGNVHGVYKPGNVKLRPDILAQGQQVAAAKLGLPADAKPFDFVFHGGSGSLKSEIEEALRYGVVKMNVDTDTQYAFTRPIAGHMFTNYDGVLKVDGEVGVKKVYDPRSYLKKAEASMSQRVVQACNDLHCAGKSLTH
MazEF act – activators of E. coli MazEF toxin-antitoxin RNase, primary screen, biochemical, fluorescence, uHTS. Endoribonuclease toxin MazF (Escherichia coli (strain K12)), P0AE70. FAM/BHQ RNA-DNA oligo cleavage fluorescence, 5 h. activation, % at 20 µM. hit rate 0.32% among 350,000; in the data active = activation above about 50%
Target sequence (P0AE70 whole entry, looked up): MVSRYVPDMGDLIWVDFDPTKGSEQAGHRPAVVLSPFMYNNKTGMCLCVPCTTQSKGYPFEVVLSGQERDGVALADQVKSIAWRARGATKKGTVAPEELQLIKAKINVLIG
GDH-TPI counter – GDH-TPI coupling enzyme inhibitors, primary screen, artefact control for M. tuberculosis FBA inhibitor project, biochemical, absorbance, full deck. GDH-TPI coupled enzyme counterscreen, NADH absorbance. inhibition, % at 4.8 µM. hit rate 1.2% among 360,000. AID 588335, 2011;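 note: 0% = DMSO wells and 100% = wells lacking the enzyme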
Mtb UGM inh – M. tuberculosis UGM enzyme inhibitors, primary screen, biochemical, fluorescence polarization, single point | AID 504406, 2011 | inhibition, % at 10 µM | purified UGM, fluorescence polarization probe displacement | hit rate 0.06% among 320,000 | UDP-galactopyranose mutase (Mycobacterium tuberculosis (strain ATCC 25618 / H37Rv)), …; in the data active = inhibition above about 10%, passing the limit was not always enough; inconclusive = no clear call, values can overlap the other calls
Target sequence (P9WIQ1 whole entry, looked up): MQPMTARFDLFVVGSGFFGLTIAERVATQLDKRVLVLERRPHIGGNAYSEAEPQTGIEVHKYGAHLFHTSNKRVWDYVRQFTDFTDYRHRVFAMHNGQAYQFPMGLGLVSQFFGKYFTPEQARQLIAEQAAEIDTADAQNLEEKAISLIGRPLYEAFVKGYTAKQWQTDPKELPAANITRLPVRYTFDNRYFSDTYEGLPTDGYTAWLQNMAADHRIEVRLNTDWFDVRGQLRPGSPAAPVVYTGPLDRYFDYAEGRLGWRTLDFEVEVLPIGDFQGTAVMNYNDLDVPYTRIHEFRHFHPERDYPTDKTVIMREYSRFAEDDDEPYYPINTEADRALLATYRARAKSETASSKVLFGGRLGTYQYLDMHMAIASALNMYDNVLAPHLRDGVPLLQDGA
CCHFV vOTU inh – CCHFV vOTU protease inhibitors, primary screen, biochemical, Pep-AMC substrate, fluorescence | Crimean-Congo hemorrhagic fever virus L polyprotein viral ovarian tumor (vOTU) protease … | inhibition, % at 11.5 µM | hit rate 0.55% among 370,000 | AID 651958, 2012; note: 0% = vehicle wells with enzyme and 100% = no enzyme wells
DUSP3 inh – VHR1 phosphatase inhibitors, primary screen, biochemical, absorbance, uHTS; Dual specificity protein phosphatase 3 (Homo sapiens), P51452; recombinant VHR phosphatase, pNPP absorbance; inhibition, % at 13.3 µM; hit rate 0.52% among 290,000; AID 1654, 2009; in the data active = inhibition above about 50%; note: some compounds called inactive have numbers as strong as hits
Target sequence (P51452 whole entry, looked up): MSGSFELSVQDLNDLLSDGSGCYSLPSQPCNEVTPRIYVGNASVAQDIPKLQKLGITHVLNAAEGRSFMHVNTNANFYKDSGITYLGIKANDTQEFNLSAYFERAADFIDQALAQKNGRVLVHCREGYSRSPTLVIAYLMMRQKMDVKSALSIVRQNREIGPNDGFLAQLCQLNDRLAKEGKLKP
BoNT-F LC inh – BoNT/F light chain protease inhibitors, primary screen, biochemical, flow cytometry, MLPCN library | Multiplex microsphere protease cleavage assay | hit rate 0.22% among 360,000 | Botulinum neurotoxin type F light chain protease (Clostridium botulinum) | inhibition, % at 10 µM; in the data active = inhibition above about 35%, passing the limit was not always enough; inconclusive = no clear call, values can overlap the other calls; note: plate controls were buffer without enzyme for full effect and enzyme alone for no effect
Mtb BioA inh – M. tuberculosis BioA enzyme inhibitors, primary screen, biochemical, plate reader, single point, HTS; 7,8-diaminopelargonic acid synthase BioA (Mycobacterium tuberculosis); purified M. tuberculosis BioA enzyme; inhibition, % at 9.99 µM; hit rate 0.096% among 360,000; AID 602481, 2012; in the data active = inhibition above about 40%; inconclusive = no clear call, values can overlap the other calls
Rv3671c inh – Rv3671c serine protease inhibitors, primary screen, biochemical, fluorescence polarization, M. tuberculosis H37Rv | inhibition, % at 5.96 µM | hit rate 0.048% among 320,000 | P9WHR9 | AID 2606, 2010; in the data active = inhibition above about 38%;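 note: extracellular domain of Rv3671c used as enzyme; 0% = enzyme with DMSO and 100% = no enzyme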
Active calls of the source: *; ? = inconclusive; · = not tested or not shown. Cut-off read from the data, not from the text of the source, unless noted: active = inhibition above about 30%; inactive = the rest. Compounds were not picked by outcome. About 4.9% of those tested had a hit in this group.

SMILES | FadD28 FP inh | Mtb FBA inh | MazEF act | GDH-TPI counter | Mtb UGM inh | CCHFV vOTU inh | DUSP3 inh | BoNT-F LC inh | Mtb BioA inh | Rv3671c inh
CCC(C)NC(=O)C1c2cc(OC)c(OC)cc2C(=O)N(C)C1c1ccc(OC)cc1 (stereo not drawn) | -0.8 | 3 | 7 | -6 | 0.2 | -10 | 44 | 12 | -0.1 | -4
CCCCNC(=O)C1CCN(S(=O)(=O)N2CCCCCC2)CC1 | -0.4 | 1 | -9 | 9 | -0.3 | -5 | -3 | 0 | -1.5 | -1
CC1(C)Cc2c(c(N3CCCC3)nc3sc4c(N5CCN(CCO)CC5)ncnc4c23)CO1 | -4.7 | 10 | -11 | 33* | -0.3 | -1 | 8 | -2 | 3.2 | -10
CCC(C)N(C(=O)COC(=O)c1nc2nc(C)cc(C)n2n1)C1CCS(=O)(=O)C1 (stereo not drawn) | -1.6 | 6 | 4 | 5 | 1.3 | -10 | · | -1 | -0.8 | -8
CCc1cccc(NC(=O)c2cccc3c2C(=O)N(C2CCCCC2)C3)c1 | -5.7 | -1 | 3 | -11 | -1.3 | · | 17 | -5 | -0.6 | -6
COc1cc(NC(=S)N2CCN(CCO)CC2)cc(OC)c1 | -0.3 | -2 | 6 | 14 | 0.0 | 1 | 26 | ? | -1.5 | 4
Cc1ccc(NC(=O)c2cnccn2)c(OC(F)F)c1 | -3.1 | 0 | 7 | -7 | -1.5 | -5 | 8 | 0 | · | 4
COc1ccccc1/C=C(/NC(=O)c1ccc(Cl)cc1Cl)C(=O)O | -0.1 | 4 | -24 | -2 | 0.7 | -5 | 15 | -3 | · | -9
Cc1csc(SCC(=O)N2CCN(S(=O)(=O)c3ccc(Cl)cc3)CC2)n1 | 0.0 | 3 | 12 | 11 | -0.6 | 8 | 29 | 5 | 0.0 | 4
O=C(O)Cn1nnc(-c2ccc(OCc3ccccc3Cl)cc2)n1 | · | · | 2 | · | -1.6 | -3 | · | -3 | · | 1
COc1ccc(Cl)cc1NC(=O)CN(c1ccccc1)S(=O)(=O)N(C)C | -2.0 | -3 | -7 | 1 | 0.8 | 8 | 4 | 7 | -0.8 | -5
O=C(Nc1ccc(-n2nncc2-c2ccco2)cc1)c1cccc(F)c1 | 0.9 | -1 | -8 | -4 | -2.1 | -5 | -11 | -15 | 7.6 | -3
COC(=O)CN1C(c2ccccc2O)Nc2ccc(Br)cc2C1c1ccccc1 (stereo not drawn) | 0.8 | 0 | 5 | 8 | -1.2 | -5 | -2 | -9 | · | -3
CCNC(=S)NNC(=O)c1csc2c1CCC(C)C2 (stereo not drawn) | 0.8 | -4 | 4 | 3 | -0.8 | 0 | 16 | -10 | -1.1 | -3
C=CCN(c1ccccc1)S(=O)(=O)c1cccc(C(=O)NCC(c2ccc(F)cc2)N2CCOCC2)c1 (stereo not drawn) | 0.3 | 3 | 0 | 8 | -0.9 | 8 | · | ? | 0.4 | -1
CC1=C(C(=O)N(C(C)C)C(C)C)CC(CC(=O)NC(c2ccccc2)c2ccccc2)C(=O)N1CCC1=CCCCC1 (stereo not drawn) | -3.9 | 0 | · | · | · | 5 | · | -10 | 0.0 | ·
Nc1nc(-c2c(Cl)cccc2Cl)no1 | -3.0 | 1 | 4 | -2 | 0.0 | -3 | 4 | 4 | · | 2
COc1ccc(C(=O)c2c3ccc([N+](=O)[O-])cc3[n+]([O-])n2CCCC(N)=O)cc1 | -1.1 | -1 | 0 | 21 | -1.8 | 11 | · | 2 | 1.0 | -3
CN(CCC#N)C(=O)CSc1nnc(-c2ccco2)n1N | -1.2 | 1 | 8 | -1 | 1.2 | -14 | 51* | -5 | · | 2
C[C@H](CO)N1C[C@H](C)[C@@H](CN(C)Cc2ccc(Cl)c(Cl)c2)Oc2c(NC(=O)Cc3ccccc3)cccc2C1=O | -1.8 | 6 | 11 | 6 | -3.0 | 7 | · | -4 | 2.5 | -11
CC(=O)c1cccc(NC(=O)Cn2cc3c(n2)CCCC3)c1 | -1.7 | -2 | -3 | 0 | 0.2 | 12 | 17 | -5 | -0.3 | -3
COC(=O)c1ccc(OCC(O)Cn2nnc3ccccc32)cc1 (stereo not drawn) | -0.8 | 0 | 4 | 7 | 5.8 | 7 | 2 | -7 | 3.7 | -2
COc1cccc(CNCCc2ccccc2)c1OC | -0.7 | 4 | 10 | 0 | -1.6 | -13 | 5 | -3 | · | 1
O=C(CSc1nnc2c(n1)[nH]c1ccccc12)NCc1ccccc1F | -4.3 | -1 | 8 | 9 | -7.9 | 3 | 25 | 9 | -0.9 | -5
O=C(NC(Cc1c[nH]c2ccccc12)C(=O)OCC(=O)c1cccc2ccccc12)c1cccs1 (stereo not drawn) | -2.2 | -1 | -39 | 10 | -2.1 | -3 | -14 | 2 | -2.1 | -66
(next part)
SMILES | FadD28 FP inh | Mtb FBA inh | MazEF act | GDH-TPI counter | Mtb UGM inh | CCHFV vOTU inh | DUSP3 inh | BoNT-F LC inh | Mtb BioA inh | Rv3671c inh
CCOC(=O)C1CCN(C(=O)COC(=O)CNC(=O)c2sc3ccccc3c2Cl)CC1 | -2.0 | 1 | 0 | 4 | -1.8 | -2 | · | · | -0.3 | 4
O=C(CCc1nc2ccccc2[nH]1)Nc1ccc2c(c1)OCO2 | -1.1 | 4 | 5 | 11 | -1.1 | 7 | -5 | 0 | -0.5 | 12
CCCOc1ccccc1NC(=O)c1ccc([N+](=O)[O-])cc1 | 2.2 | 6 | 5 | 0 | 0.4 | 11 | 4 | -2 | · | 2
O=C(N/N=C/c1ccc(O)cc1)c1csc2c1CCCC2 | -2.8 | -6 | 8 | 10 | -0.7 | -8 | -4 | -8 | 0.6 | -3
Cc1nnc(NC(=O)CSc2nnc(Cc3cccn3C)n2CCc2ccccc2)s1 | -0.5 | -5 | 0 | -6 | -1.8 | 14 | 24 | 1 | 0.6 | -8
CCc1nc(CNC(=O)C2CCC(=O)N(Cc3ccccc3F)C2)no1 (stereo not drawn) | -0.4 | 2 | 11 | 6 | · | -5 | 9 | 0 | 8.9 | ·
Cn1c(=O)[nH]c(=O)c2c1nc(Br)n2C/C=N/NC(N)=S | · | · | · | · | 1.1 | -1 | 16 | · | · | 6
CCCCN(CC)S(=O)(=O)c1ccc(C(=O)N(CCCN(C)C)c2nc3cc(C)cc(C)c3s2)cc1 | -2.1 | 0 | 6 | 1 | -1.4 | 1 | 10 | -7 | · | 13
CCOC(=O)C1CCN(C(=O)CNS(=O)(=O)c2ccc(Br)s2)CC1 | -1.0 | 1 | 4 | -15 | -0.7 | -3 | -4 | 1 | -1.5 | 9
Cc1cc([N+](=O)[O-])cc2c1NC(=O)C2(O)N1CCCCCC1 (stereo not drawn) | -3.0 | -2 | 1 | 22 | -2.6 | -2 | 4 | 5 | 5.3 | -8
O=C(COC(=O)c1ccccc1Br)Nc1ccc2[nH]c(=O)[nH]c2c1 | -4.1 | -1 | -3 | -4 | -0.9 | -3 | · | -8 | -0.3 | -1
CC1CCc2c(C(=O)Oc3cccc(-n4cnnn4)c3)csc2C1 (stereo not drawn) | -3.9 | -5 | -3 | 8 | 0.8 | 11 | 4 | 4 | -0.6 | -11
C=CCn1c(N)c(C(=O)Nc2ccc(C)c(C)c2)c2nc3ccccc3nc21 | 1.8 | 0 | -8 | 22 | 5.7 | 13 | 12 | -5 | 0.3 | 0
CCN(C(=O)COC(=O)CNC(=O)c1ccc2ccccc2c1)C1CCS(=O)(=O)C1 (stereo not drawn) | -0.6 | 0 | 7 | -1 | 0.5 | -10 | 17 | -4 | · | 2
COc1ccc(OC)c(C(=O)NC(CC(N)=O)c2ccc(NCc3ccc(F)c(F)c3)c([N+](=O)[O-])c2)c1 (stereo not drawn) | -1.6 | 5 | -5 | 11 | 0.6 | -3 | 5 | 2 | 6.5 | -3
Cc1noc(C)c1COc1ccc(C(=O)Nc2nnc(CC(C)C)s2)cc1 | -1.8 | 0 | -1 | 12 | 0.0 | 0 | · | 0 | -2.2 | 0
O=C(NCCCOc1ccc([N+](=O)[O-])cc1Cl)OCc1ccccc1 | -4.0 | -1 | 2 | 4 | · | 23 | · | -5 | · | ·
CC(C)N(C(=O)[C@H]1CC(CC(=O)NCc2cccc(C(F)(F)F)c2)C(=O)N2CCc3c([nH]c4ccccc34)[C@]12C)C(C)C (stereo partly drawn) | -2.3 | -3 | -8 | 8 | 3.2 | 10 | · | -2 | -1.4 | 3
COc1ccc(C(=O)CSc2nnc(CNc3ccc(C)cc3C)n2Cc2ccco2)cc1 | -2.9 | 1 | 1 | 0 | -0.1 | 0 | 10 | -6 | -2.5 | -5
CCC[C@@H](CN1CCC[C@H]1CN1C(N)=NC[C@H]1CC(C)C)N1C[C@@H]([C@H](C)CC)N(CCCC2CCCC2)C1=N | -1.1 | 6 | 27 | 3 | · | 17 | · | -19 | -2.7 | -4
C=CCn1c(SCC(=O)N(CC)C2CCS(=O)(=O)C2)nnc1-c1ccccc1 (stereo not drawn) | 0.1 | -1 | 1 | -2 | 0.9 | 8 | · | -9 | 0.6 | -1
CC1(c2ccc3ccccc3c2)NC(=O)N(CC(=O)O)C1=O (stereo not drawn) | · | 5 | 10 | 4 | 1.5 | 5 | 4 | 9 | · | -2
Clc1ccccc1N=C1SCCS1 | -0.2 | 4 | 9 | 13 | -0.2 | 1 | -12 | · | -3.9 | 3
O=C(CN1CCC(n2nnc3cc(F)ccc32)CC1)N1CCCc2ccccc21 | -1.0 | 5 | 0 | 12 | -2.3 | -3 | -5 | -6 | · | -16
CCOc1cc(CO)c(Br)cc1OCC(=O)O | · | · | 0 | · | -0.4 | -15 | 0 | · | · | 3
CC(C)CCNC(=O)NC(=O)COC(=O)c1cc(S(=O)(=O)N2CCOCC2)ccc1N1CCCCC1 | 0.9 | 5 | 7 | 8 | 1.3 | 3 | -22 | 11 | -0.6 | 6
CCOC(=O)N1CCN(c2ccc(C(F)(F)F)cn2)CC1 | -1.4 | 6 | 7 | 10 | · | -13 | -4 | 12 | 0.4 | -1
COC(=O)c1cc(NC(=O)CC2CCCC2)cc(C(=O)OC)c1 | -4.6 | -1 | 8 | -4 | 1.1 | 6 | 15 | -6 | 8.1 | -3
NC(=O)C1CCN(C(=O)CCC(=O)c2ccc(Br)cc2)CC1 | -0.7 | 1 | -4 | 6 | 0.0 | 3 | 6 | -10 | -2.3 | 2
COc1ccc(Cc2c(O)nc(SCC(=O)N3CCCCCC3)[nH]c2=O)cc1 | -0.1 | 0 | -1 | 12 | 0.6 | -15 | 18 | 3 | -0.9 | -4

3 neighbouring compounds from above, quoted:
SMILES | FadD28 FP inh | Mtb FBA inh | MazEF act | GDH-TPI counter | Mtb UGM inh | CCHFV vOTU inh | DUSP3 inh | BoNT-F LC inh | Mtb BioA inh | Rv3671c inh
COc1ccc(C(=O)CSc2nnc(CNc3ccc(C)cc3C)n2Cc2ccco2)cc1 | -2.9 | 1 | 1 | 0 | -0.1 | 0 | 10 | -6 | -2.5 | -5
CCC[C@@H](CN1CCC[C@H]1CN1C(N)=NC[C@H]1CC(C)C)N1C[C@@H]([C@H](C)CC)N(CCCC2CCCC2)C1=N | -1.1 | 6 | 27 | 3 | · | 17 | · | -19 | -2.7 | -4
C=CCn1c(SCC(=O)N(CC)C2CCS(=O)(=O)C2)nnc1-c1ccccc1 (stereo not drawn) | 0.1 | -1 | 1 | -2 | 0.9 | 8 | · | -9 | 0.6 | -1

High-throughput results: PubChem, several laboratories
